Screening data (PubChem BioAssay)
USP1 inh: inhibitors of human USP1/UAF1 deubiquitinase. O94782. recombinant USP1/UAF1, Ub-Rhodamine cleavage fluorescence. Potency, µM (series often up to 57.1 µM), for inactives: at the top dose activity change, negative = inhibition, usual class: inhibitors. hit rate 0.23% among 390,000. AID 743255; further: potency means the concentration at half of the fitted maximal effect; on the % scale 0 is the no-effect control and ±100 the full control effect; nearly all actives have a fitted effect of over 60% in size; inactives centre near -12
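In this screen, compounds sit with the deubiquitinase complex (1nM) for 15 min at room temperature before Ub-Rho is added at 150nM final. Fluorescence rise is then followed for 6 reads every 60 seconds.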
Vif-A3F inh: blocks the Vif interaction with APOBEC3F. AID 602313. Potency, µM (titrated, usually from 46.1 µM), inactives show top-dose activity, negative = active. HeLa A3F-eYFP + Vif (tagged APOBEC3F with the HIV-1 protein that degrades it), YFP fluorescence increase. hit rate 0.2% among 390,000; further: potency means the concentration at half of the fitted maximal effect; % of control where 0% means no effect; nearly all actives have a fitted effect of over 65% in size
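HeLa cells stably expressing Vif plus C-terminally eYFP-tagged A3F were seeded, incubated overnight at 37 deg C, dosed with compound, incubated overnight again at 37 deg C. Yellow fluorescence (Ex 488/Em 500-530) reported blocked Vif-mediated A3F-eYFP degradation.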
IDH1 R132H inh: human IDH1 R132H inhibition. IDH1-R132H enzyme, NADPH consumption, diaphorase/resazurin fluorescence. Potency, µM (series often up to 76.6 µM), without a hit: at the highest dose activity change, negative = inhibition, most hits filed as inhibitors. hit rate 0.093% among 390,000. AID 602179; further: potency means the concentration at half of the fitted maximal effect; on the % scale 0 is the no-effect control and ±100 the full control effect; nearly all actives have a fitted effect of over 65% in size
Target sequence (O75874 whole entry R132H, stated change not applied): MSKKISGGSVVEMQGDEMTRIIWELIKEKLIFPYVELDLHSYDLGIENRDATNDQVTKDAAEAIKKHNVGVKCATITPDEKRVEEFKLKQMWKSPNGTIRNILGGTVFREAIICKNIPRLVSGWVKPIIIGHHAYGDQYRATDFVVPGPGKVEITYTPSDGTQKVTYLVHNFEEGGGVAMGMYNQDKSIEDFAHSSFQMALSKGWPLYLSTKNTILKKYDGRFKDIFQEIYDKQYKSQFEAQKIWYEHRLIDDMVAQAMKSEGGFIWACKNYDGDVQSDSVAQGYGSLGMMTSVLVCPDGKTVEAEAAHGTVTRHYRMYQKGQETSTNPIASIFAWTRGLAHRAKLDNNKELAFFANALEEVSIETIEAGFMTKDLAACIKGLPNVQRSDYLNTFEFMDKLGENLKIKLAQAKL
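IDH1-R132H (0.5 ug/mL dispensed) in pH 7.5 Tris buffer was preincubated 30 min with compound, then given a substrate mix of 0.016 mM NADPH and 2 mM alpha-KG for 80 min at room temperature; remaining NADPH was read by diaphorase/resazurin fluorescence.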
RGS4 inh: human RGS4 inhibition; Transcreener GDP fluorescence polarization, RGS4-accelerated GTP hydrolysis; P49798; hit rate 0.039% among 390,000; AID 504845; Potency, µM (doses to about 114 µM), inactives show top-dose activity change, negative = inhibition, usual class: inhibitors; further: potency means the concentration at half of the fitted maximal effect; on the % scale 0 is the no-effect control and ±100 the full control effect; nearly all actives have a fitted effect of over 75% in size; some results filed as inactive show a strong effect at the top dose
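MLSMR compounds (23 nl, pin-transferred) preincubated 10 min at room temperature with a 500nM (2x) first reagent, then RGS4 at 900nM (2x) plus Transcreener GDP mix added; fluorescence polarization (620/688 nm) read before and after 90 min at 30 °C.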
GRP78 ERSR act: induces the endoplasmic reticulum stress response in human glioma cells. U87-MG GRP78 promoter luciferase reporter, 16 h. Potency, µM, for the others: at the highest dose activation, usual class: activators. hit rate 0.02% among 420,000. AID 602332; further: potency means the concentration at half of the fitted maximal effect; series mostly up to about 76 µM; % of control where 0% means no effect; nearly all actives have a fitted effect of over 35% in size
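Stably transfected U87-MG glioma cells carrying a GRP78-based luciferase sensor; 16 h compound incubation. Luminescence end-point read 10 min after Bright-Glo addition at room temperature.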
Vif-APOBEC3G blk: Vif-A3G binding inhibition | Potency, µM (titrated, usually from 46.1 µM), for inactives: at the highest dose activity, negative = active, most hits filed as inhibitors | hit rate 0.076% among 410,000 | Q9HC16 | HeLa A3G-eYFP + Vif (tagged APOBEC3G with the HIV-1 protein that degrades it), YFP fluorescence, overnight | AID 602310;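 further: potency means the concentration at half of the fitted maximal effect; on the % scale 0 is the no-effect control and ±100 the full control effect; nearly all actives have a fitted effect of over 60% in size; hits raise eYFP signal because A3G escapes Vif-driven loss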
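Read-out is eYFP fluorescence (Ex 488/Em 500-530) from Vif-expressing HeLa A3G-eYFP cells; more signal means A3G escaped Vif-mediated degradation. Cells plated overnight, compound pinned in, incubated overnight at 37 deg C.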
LDHA block: inhibitors of human lactate dehydrogenase A; P00338; purified LDHA, NADH/diaphorase-resazurin fluorescence; stronger effect = lower value; activity change, % (values are at about 110 or 230 µM); hit rate 0.15% among 480,000; AID 1347041; in the data active means activity change below about -30%; inconclusive means mostly about -25% to -30%;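 further: plate controls were DMSO wells for no effect and wells without enzyme for full effect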
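Enzyme activity of human lactate dehydrogenase 5 (2 nM; 0.06 mM NADH, 0.2 mM pyruvate, 5 min, RT) is measured via a resazurin/diaphorase fluorescence readout of residual NADH.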
TrxR1 substrate: is turned over as a substrate by rat TrxR1; O89049; purified TrxR1 substrate turnover, NADPH consumption readout; Potency, µM (titrated, usually from 114 µM), for the others: top-dose activity change, negative = substrate turnover; hit rate 0.01% among 390,000; AID 588456; further: potency means the concentration at half of the fitted maximal effect; on the % scale 0 is the no-effect control and ±100 the full control effect; nearly all actives have a fitted effect of over 50% in size
Target sequence (O89049 whole entry, looked up): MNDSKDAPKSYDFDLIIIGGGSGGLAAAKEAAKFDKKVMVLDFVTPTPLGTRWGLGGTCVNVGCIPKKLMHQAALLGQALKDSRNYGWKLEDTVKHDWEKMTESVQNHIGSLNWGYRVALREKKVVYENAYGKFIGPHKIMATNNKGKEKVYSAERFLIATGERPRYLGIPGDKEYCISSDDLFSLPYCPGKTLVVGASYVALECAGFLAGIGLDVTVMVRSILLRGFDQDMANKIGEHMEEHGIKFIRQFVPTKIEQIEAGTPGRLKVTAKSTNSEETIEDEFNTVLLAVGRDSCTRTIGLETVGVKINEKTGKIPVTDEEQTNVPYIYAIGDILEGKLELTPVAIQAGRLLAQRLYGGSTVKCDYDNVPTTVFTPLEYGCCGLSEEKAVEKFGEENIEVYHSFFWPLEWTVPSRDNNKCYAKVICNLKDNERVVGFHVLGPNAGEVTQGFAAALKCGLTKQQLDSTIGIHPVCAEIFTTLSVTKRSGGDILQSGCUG
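Rat TrxR1, dispensed at 90 nM, was prereduced with 400 uM NADPH (final) for 5 min at ~22 deg C, then incubated with compound 15 min before 400 uM selenite. A first-read NADPH fluorescence drop versus no-compound background flagged substrates.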
rTrxR1 inhibitor: inhibitors of rat thioredoxin reductase 1; Potency, µM (series often up to 114 µM), for the others: top-dose activity change, negative = inhibition, usual class: inhibitors; O89049; recombinant rTrxR1, NADPH fluorescence consumption, selenite substrate; hit rate 1% among 390,000; further: potency means the concentration at half of the fitted maximal effect; on the % scale 0 is the no-effect control and ±100 the full control effect; nearly all actives have a fitted effect of over 65% in size
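Rat TrxR1 (90 nM in the dispensed reagent) was pre-reduced with 400 uM NADPH for 5 min at room temperature, then incubated with compound for 15 min. After 400 uM selenite was added, NADPH fluorescence (Ex 340/Em 450 nm) was followed for 8 min.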
Starred values were filed as active, the others as inactive; u = inconclusive; x = not tested or not shown; & = joins results of further samples; [ ] = remark or other dose. Unless noted, the call rests on the fitted dose curve; in most records, active means well fitted curve in the direction sought with a large enough effect; inconclusive means small, poorly fitted or top-dose-only effect, or another doubt; inactive means no such curve, though single readings can be large; an effect the other way counts as inactive or inconclusive. These rows are one share of the data; rates above refer to the full screens.

SMILES | USP1 inh | Vif-A3F inh | IDH1 R132H inh | RGS4 inh | GRP78 ERSR act | Vif-APOBEC3G blk | LDHA block | TrxR1 substrate | rTrxR1 inhibitor
O=C(O)CCCNC(=O)CCCNC(=O)C(c1ccccc1)c1ccccc1 | -20% | -7% | 2% | -10% | -6% | 0% | -2 | 16% | 13%[57.1 µM]
CCCCCn1c(CN2CC(C)OC(C)C2)nc2c1c(=O)n(C)c(=O)n2C (stereo not given) | 1% | -11% | 0% | -2% | 0% | -3% | -8 | 5%[57.1 µM] | 7%[57.1 µM]
CC(C)Nc1c(N)c(=O)oc2ccccc12 | -9% | 2% | 6% | 27% | 1% | -3% | 1 | 7%[57.1 µM] | 3%
CCn1c(SCC(=O)N/N=C/c2c[nH]c3ccccc23)nnc1-c1ccc(C)cc1 | 6% | 2% | -1% | 10% | -4% | 0% | -8 | -3%[57.1 µM] | 37%[0.0914 µM]
COc1ccccc1C(=O)NCCC(=O)N(C)CC(=O)Nc1c(Cl)cccc1Cl | 3% | u | 1% | 9% | -5% | 2% | 0 | 1% | 9%
CCCOC(=O)/C(=C\c1ccc([N+](=O)[O-])o1)NC(=O)c1ccccc1 | -15% | 7.1µM* | 5% | -1% | -6% | u | -5 | 10%[57.1 µM] | -15%
CC1(C)SC2c3ccccc3C(=O)N2[C@@H]1C(=O)NCCCN1CCOCC1 (stereo not given in full) | -23% | 4% | 6% | -10% | -1% | 0% | 2 | -1% | u
CCN(CC(=O)Nc1ccc2c(c1)OCCO2)C(=O)CC1CCCC1 | -22% | u | 21% | -1% | -5% | 1% | -3 | 5% | 10%
O=C(NCc1ccco1)C(=O)NCC1OCCN1S(=O)(=O)c1ccc(F)cc1 (stereo not given) | -22% | 6% | 2% | 6% | -3% | 4% | -3 | 3%[57.1 µM] | -20%[57.1 µM]
COc1ccccc1-c1cc(C(F)(F)F)nc(S(=O)(=O)CCCC(=O)Nc2ccc(F)c(Cl)c2)n1 | 1% | -1% | 10% | 4% | 1% | 1% | -1 | 80%[activator] | 75%[activator]
COc1ccc(NC(=S)Nc2ccc3cn[nH]c3c2)cc1 | -24% | 2% | 4% | -3%[11.4 µM] | 5% | -5% | 2 | 5% | -24%
CC(=O)N1CCCN(Cc2cn(-c3ccc(C)cc3)nc2-c2ccc(F)cc2)CC1 | -15% | 11% | -11% | 8% | -1% | 3% | -1 | -2% | 13%
Cc1ccc([N+](=O)[O-])c(OCc2ncc(Cl)n2C)c1 | -5% | -5% | 0% | -4% | 9% | 0% | 0 | 3%[57.1 µM] | 11%[57.1 µM]
CC1(C)CC(=O)C2=C(C1)NC(=O)NC2c1ccccc1 (stereo not given) | 2% | 0% | 7% | 19% | -3% | 0% | -4 | -8% | -12%
CSc1nc(-c2ccccc2)nn1C(=O)c1ccc(Cl)cc1 | -18% | -2% | 3% | -7% | 2% | 0% | -6 | 1% | -27%
CC1Cc2cc(S(=O)(=O)CCC(=O)Nc3ccc(F)cc3Cl)ccc2N1C(=O)C1CC1 (stereo not given) | -2% | -4% | -9% | 7% | -3% | 3% | 1 | 0% | 8%
CCOc1ccc(/C(O)=C2/C(=O)C(=O)N(CCOCCO)C2c2ccccc2)cc1 (stereo not given) | -2% | 2% | 5% | -12% | -4% | 0% | -1 | 6%[57.1 µM] | 3%[57.1 µM]
N#Cc1ccc(OC(=O)Cc2ccsc2)cc1 | -25% | 1% | 2% | -3% | -1% | -1% | -1 | -2% | 3%
COc1ccccc1CN1C(=O)[C@@H]2Cc3c([nH]c4ccccc34)C(C)(C)N2C1=O | x | -1% | x | -3% | -4% | -5% | -3 | 5%[57.1 µM] | 19%[57.1 µM]
O=C(NC1(C(F)(F)F)NC(=O)N(C2CCCCC2)C1=O)c1cccs1 (stereo not given) | u | -8% | 2% | 19% | 1% | 0% | -1 | 5% | 12%
COc1cccc(OC)c1C(=O)OCC(=O)NCC1CCCCC1 | -12% | 0% | 0% | x | -2% | 3% | -1 | x | x
Cc1ccc2c(c1)CCCN2C(=O)NC1CCCCC1 | -7% | -11% | 0% | 11%[11.4 µM] | -1% | 9% | -1 | -7% | -15%
CCC(C(=O)O)n1cnc2scc(-c3ccc(C)c(C)c3)c2c1=O (stereo not given) | -12% | 1% | 8% | -3% | 5% | -1% | 1 | 6% | 1%
CC(=O)Nc1ccc(-c2csc(NC=C3C(=O)OC(C)(C)OC3=O)n2)cc1 | -22% | -1% | 4% | -33% | -4% | 0% | 2 | 4% | 12%
O=C(Nc1ccc(Cl)cc1C(=O)NCc1cccnc1)c1ccco1 | 7% | -12% | 0% | -3% | -4% | 1% | -3 | 9% | 5%
Additional records follow:
SMILES | USP1 inh | Vif-A3F inh | IDH1 R132H inh | RGS4 inh | GRP78 ERSR act | Vif-APOBEC3G blk | LDHA block | TrxR1 substrate | rTrxR1 inhibitor
Cc1ccc(Nc2ncccc2C(=O)NCc2cccs2)c(C)c1 | u | -2% | 2% | -10% | 2% | 0% | 0 | -7% | 0%
Cc1onc(-c2ccccc2)c1C(=O)N1CCN(c2ccccn2)CC1 | -16% | -5% | 0% | 0% | -2% | 5% | -1 | 0% | -9%
COc1ccc(OC)c(NC(=O)CC2(CC(=O)O)CCCC2)c1 | 0% | 0% | -1% | -7% | -5% | 0% | 0 | -4% | -5%
COc1cccc(C(=O)Nc2ccc(C(=O)c3ccncc3)cc2)c1 | -15% | 2% | 8% | -11% | -1% | 0% | -9 | -4% | 7%
CC(C)NC(=O)c1ccc(CS(=O)(=O)c2ccc(Br)cc2)o1 | -6% | 1% | 1% | -3% | -1% | -1% | -3 | 7%[57.1 µM] | -5%[57.1 µM]
COc1ccc(/C=C(/NC(=O)c2ccc([N+](=O)[O-])cc2)C(=O)NCCCN(C)C)cc1 | -7% | -8% | 19% | -16% | -5% | 0% | -7 | -3%[57.1 µM] | -15%[57.1 µM]
C=CCc1cccc(/C=N/NC(=O)CNc2cccc3ccccc23)c1O | -20% | u | 3% | -31% | -5% | -18% | 13 | -6% | -10%
O=C(N=C1SC2CS(=O)(=O)CC2N1c1ccc(F)cc1F)C1CC1 (stereo not given) | -6% | -11% | 0% | 4%[11.4 µM] | 4% | 0% | -1 | 1% | 15%
COCCN1Cc2cccc(C(=O)NCc3cccs3)c2C1=O | -14% | -26% | 0% | -4%[11.4 µM] | -5% | 0% | 1 | 4% | -2%
O=C(O)C1CCCCC1C(=O)Nc1ccccn1 (stereo not given) | -12% | -6% | 5% | -6% | 1% | 0% | -5 | -1% | -1%
O=C(CNC(=O)C1CCCCC1)Nc1cc(Cl)cc(Cl)c1 | 1% | 7% | -1% | 28% | 2% | -6% | -5 | 3%[57.1 µM] | -2%[57.1 µM]
COc1ccccc1NC(=O)C(C)OC(=O)CN1C(=O)C2CC=CCC2C1=O (stereo not given) | -18% | 9% | -5% | -2% | -4% | 1% | -6 | 7% | 15%[57.1 µM]
O=C(COc1cccc(Br)c1)Nc1ccc(Cl)c(S(=O)(=O)N2CCOCC2)c1 | 2% | -4% | -6% | -17% | -3% | -2% | -2 | -5%[2.29 µM] | 13%[57.1 µM]
Cc1ccc(C(=O)N(CN2CCCC2=O)c2ccccc2)cc1C | -1% | -3% | 3% | 29% | -2% | 0% | -7 | 5%[57.1 µM] | 8%[57.1 µM]
CC1CC(C)(C)CC2(C1)NC(=O)N(CC(=O)OCc1ccc(Br)cc1)C2=O (stereo not given) | 7% | -10% | 5% | u | -5% | 1% | -1 | -3% | 5%
CCOP(=O)(OCC)C(NC(=O)Nc1ccccc1)C(N)=O (stereo not given) | -16% | -7% | 3% | 3% | -2% | -5% | -14 | -3% | -9%
CCOc1cc(S(=O)(=O)Nc2ncn[nH]2)ccc1Br | -10% | -10% | -6% | 3% | -3% | -3% | -6 | 2% | 0%
O=S(=O)(Nc1ccc(-n2cccc2)cc1)c1ccc(Cl)cc1Cl | -24% | -26% | -5% | -2% | 2% | -3% | -6 | 2%[57.1 µM] | 11%[57.1 µM]
CCCCn1c(N)c(N(CCOC)C(=O)c2cc3c(s2)CCC(C)C3)c(=O)[nH]c1=O (stereo not given) | -6% | 5% | -5% | -19% | 2% | -1% | 7&5 | -2%[57.1 µM] | -3%[57.1 µM]
O=C(NNCc1ccc(O)cc1)c1ccccc1Cl | -6% | 4% | -2% | 2% | -3% | -4% | 0 | 8% | 16%
Cc1cc(C)nc(NC(=O)c2cccs2)c1 | -9% | 0% | -1% | -5% | 2% | -3% | -5 | -2% | 18%
Cc1nc(-c2ccc(S(=O)(=O)N3CCN(C(c4ccccc4)c4ccccc4)CC3)s2)cs1 | 5% | -8% | 0% | -25% | -3% | 1% | -7 | 5%[57.1 µM] | 2%[57.1 µM]
COc1cccc(-n2c(SCC(=O)NCc3cccs3)nc3ccccc3c2=O)c1 | -10% | 4% | 5% | 9% | -1% | -5% | -9 | 10%[57.1 µM] | 11%[57.1 µM]
COc1ccc(S(=O)(=O)N2CCCCC2)cc1NC(=O)CCCOc1ccccc1 | -9% | -19% | 0% | 7% | -5% | -2% | -2 | -2% | 34%
COc1ccc(NC(=O)COC(=O)Cn2cnc3ccccc32)cc1 | -7% | -24% | 2% | -18% | -5% | -2% | -1 | -4% | 2%
